SKKanGAS inh = inhibitors of SKKanGAS S. pyogenes growth in kanamycin (SK-promoter or general growth effect). hit rate 1.3% among 300,000. BacTiter-Glo, 6 h. AID 1662. inhibition, % at 7.5 µM;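 active means mean replicate score, as percent of positive control median, at least 50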;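 further: strain carries kanamycin resistance gene driven by streptokinase promoter and grows in 40 µg/ml kanamycin; loss of luminescence reflects streptokinase promoter inhibition or plain growth inhibition; 0% = median of DMSO wells and 100% = positive control at its reference dose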
MrgX1 antagonist = antagonists of human MrgX1 receptor. Q96LB2. MRGX1-HEK293 calcium flux, Fluo-4, BAM8-22 antagonism; stronger effect = lower value. B-score at 10 µM. hit rate 1.3% among 310,000. AID 588676;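 active means calcium-response B-score plate-corrected more than 3 library SD below zero, starting fluorescence within 5 deviations, no agonist response on first addition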;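 further: peak minus trough fluorescence over baseline after final BAM8-22 challenge near maximal dose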
Platelet DG rel = platelet dense granule release activity. AID 1663. hit rate 0.22% among 300,000. human platelet-rich plasma, SFLLRN dense granule ATP release, luminescence. inhibition, %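 (compounds screened at 7.5 µM in platelet-rich plasma)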;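 active means mean replicate score, as percent of positive control, at or above 50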
TRPC6 inhibitor = mouse TRPC6 channel inhibition; Q61143; HEK293-TRPC6, membrane potential dye, ACh-evoked depolarization; stronger effect = lower value; B-score at 10 µM; hit rate 1.1% among 310,000;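 active means B-score under library mean minus 3 SD, initial fluorescence not abnormally high, positive integrated signal ratio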;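 further: B-score derived from integrated fluorescence ratio over the kinetic read; more negative B-score means stronger inhibition of depolarization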
RGS4 block = inhibitors of human RGS4 | HEK293 M3R/RGS4 inducible, Fluo-4 calcium flux; stronger effect = higher value; triggered by carbachol at its EC20 | hit rate 0.45% among 310,000 | P49798 | B-score at 10 µM;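 active means B-score, a plate-corrected calcium signal, over three deviations above library mean, with baseline fluorescence within five deviations of library mean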;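 further: RGS4 expression induced by doxycycline in cells with stable M3 receptor; B-score is computed from the integrated fluorescence ratio over baseline after carbachol; higher B-score means a larger calcium signal and so more RGS4 inhibition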
HIF activator = HIF pathway transcriptional activation; U2OS HRE-luciferase reporter, luminescence; normalized: DMSO 0%, desferrioxamine 100%; activation, % at 7.5 µM (by protocol); hit rate 0.32% among 300,000;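 active means mean activation of at least 10% of the iron chelator positive control signal, with at least half of replicates also reaching 10%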
MrgX1 agonist = activates human MrgX1 receptor signaling; hit rate 0.44% among 310,000; B-score at 10 µM; MrgX1-HEK293 cells, Fluo-4 calcium fluorescence, agonist mode; stronger effect = higher value; Q96LB2; AID 588627;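 active means calcium response B-score plate-corrected fluorescence ratio at least 3 library SD, with starting fluorescence B-score inside 5 SD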
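Material: MrgX1-expressing HEK293 cells; input: 15,000 cells per well; doses: test compound given as first of three sequential additions; schedule: overnight plating before 1 h dye loading; technique: Fluo-4 NW calcium-flux fluorescence, kinetic read; evaluation: baseline-normalised fluorescence change ratio, B-scored; control set: plate-wise positive and negative controls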
TRPC4 block = blocks the mouse TRPC4 cation channel. HEK293 TRPC4beta/mu-opioid, DAMGO-evoked Fluo4 calcium flux; stronger effect = lower value. B-score at 10 µM. hit rate 0.39% among 300,000. AID 2247;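 active means B-score over 3 SD under the library average, no early fluorescence shift, positive overall ratio signal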
Target sequence (Q9QUQ5 whole entry, looked up): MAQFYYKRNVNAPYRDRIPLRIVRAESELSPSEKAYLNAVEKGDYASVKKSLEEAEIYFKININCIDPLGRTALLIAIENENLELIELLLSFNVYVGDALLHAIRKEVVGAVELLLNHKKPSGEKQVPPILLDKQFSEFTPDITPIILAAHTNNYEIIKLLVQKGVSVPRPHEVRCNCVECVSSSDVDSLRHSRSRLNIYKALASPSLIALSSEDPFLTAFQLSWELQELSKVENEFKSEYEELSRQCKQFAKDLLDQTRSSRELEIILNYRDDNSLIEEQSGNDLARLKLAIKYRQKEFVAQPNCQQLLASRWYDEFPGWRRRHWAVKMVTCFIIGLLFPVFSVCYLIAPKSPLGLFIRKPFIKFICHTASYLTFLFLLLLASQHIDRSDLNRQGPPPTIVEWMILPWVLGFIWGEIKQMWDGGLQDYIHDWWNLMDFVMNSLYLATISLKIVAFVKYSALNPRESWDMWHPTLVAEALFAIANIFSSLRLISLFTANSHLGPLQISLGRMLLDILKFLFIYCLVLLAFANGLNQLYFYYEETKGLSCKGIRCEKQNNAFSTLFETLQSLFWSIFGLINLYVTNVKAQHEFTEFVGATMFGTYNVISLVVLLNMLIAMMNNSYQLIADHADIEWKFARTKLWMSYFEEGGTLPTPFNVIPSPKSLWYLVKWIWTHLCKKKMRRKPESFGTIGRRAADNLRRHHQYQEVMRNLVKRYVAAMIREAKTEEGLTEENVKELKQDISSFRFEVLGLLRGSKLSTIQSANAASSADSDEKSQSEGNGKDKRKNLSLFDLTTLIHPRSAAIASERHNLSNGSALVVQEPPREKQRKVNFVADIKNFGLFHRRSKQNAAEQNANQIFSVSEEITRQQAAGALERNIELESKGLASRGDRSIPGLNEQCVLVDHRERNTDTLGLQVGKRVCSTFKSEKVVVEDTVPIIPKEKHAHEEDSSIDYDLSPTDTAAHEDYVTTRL
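test system = HEK293 cells with stable TRPC4beta plus mu-opioid receptor expression | detection = Fluo4 Ca2+ flux fluorescence | read-out = integrated fluorescence ratio relative to baseline, converted to per-well B score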
RGS4 act = potentiators or activators of RGS4 | HEK293 M3R/inducible RGS4, carbachol calcium flux Fluo4; stronger effect = lower value | B-score at 10 µM | hit rate 0.92% among 310,000 | AID 463111;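 active means B-score of the integrated calcium signal more than 4 SD below the library mean, with starting fluorescence not abnormally high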;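 further: negative B-score means reduced calcium response which marks RGS4 activation or potentiation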
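test system = M3R-expressing HEK293 line, RGS4 induced by doxycycline | probe or stimulus = carbachol at ECmax as muscarinic agonist stimulus | timing = dye loading 30 min 37 °C, buffer rest 30 min RT | signal = calcium dye Fluo4 fluorescence | evaluation = B score from integrated fluorescence ratio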
TRPC6 activator = activators of mouse TRPC6 channel | Q61143 | HEK293-TRPC6 membrane potential dye fluorescence; stronger effect = higher value | B-score at 10 µM | hit rate 0.13% among 310,000;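 active means B-score of the integrated fluorescence ratio above library mean plus 3 SD, and starting fluorescence ratio within library mean plus 5 SD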;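 further: higher score means more depolarization so channel activation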
MrgX1 allo act = human MrgX1 positive allosteric modulation, primary screen | Q96LB2 | MrgX1-HEK293, Fluo-4 calcium flux, FDSS; stronger effect = higher value | hit rate 0.63% among 310,000 | AID 588675 | B-score at 10 µM;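 active means plate-corrected calcium response at least 3 library SD above typical, normal starting fluorescence, not activating the receptor alone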;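 further: compound read alongside a low EC10 to EC30 dose of BAM8-22 agonist; peak minus trough fluorescence over baseline measured at the second addition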
The depositor's hits bear a star; i = inactive; · = no result given.

SMILES	RGS4 block	MrgX1 allo act	RGS4 act	MrgX1 antagonist	MrgX1 agonist	TRPC6 activator	HIF activator	TRPC6 inhibitor	Platelet DG rel	SKKanGAS inh	TRPC4 block
Cc1cc(C)c(-c2cc(NC(=O)COC(=O)c3ccc(NC(=O)CC#N)cc3)n(-c3ccccc3)n2)cc1C	i	i	i	i	i	i	0.6	i	-17	3	i
Cc1cc(C)cc(-n2ccn(CC(=O)NCCc3ccccc3)c(=O)c2=O)c1	i	i	i	i	i	i	-0.3	i	-31	7	i
CC(C)N(C(=O)C[n+]1ccc(/C=N/O)cc1)C(C)C	i	i	i	i	i	i	-0.1	i	0	3	i
COCCCNC(=O)c1ccc2c(=O)n(Cc3ccc(Cl)cc3)c(=S)[nH]c2c1	i	i	i	i	i	i	-2.8	i	4	11	i
O=C(CCN1C(=O)c2ccccc2S1(=O)=O)Nc1ccc(F)c(F)c1F	i	i	i	i	i	i	-0.2	i	8	-1	i
C/C(=N\NC(=O)c1cccc(S(=O)(=O)N2CCOCC2)c1)c1ccc(C#N)cc1	i	i	i	i	i	i	-0.3	i	10	0	i
CN(C(=O)COC(=O)c1cc[n+]([O-])cc1)c1ccccc1	i	i	i	i	i	i	-0.1	i	-2	0	i
COCCNC(=O)COc1cc(=O)n(C)c2ccccc12	i	i	i	i	i	i	-0.5	i	-4	-1	i
COc1ccccc1NC(=O)NC1(C(=O)N2CCOCC2)CCCCC1	i	i	i	i	i	i	0.3	i	42	1	i
COc1cc(CN2CCSCC2)c([N+](=O)[O-])cc1OC	i	i	i	i	i	i	-6.3	i	5	-4	i
CCOC(=O)Cn1c(=NC(=O)CSC(C)=O)sc2cc(OC)ccc21	i	i	i	i	i	i	0.0	i	14	8	i
Cc1cc(-c2ccco2)n(CC(=O)NCCN(C)C)n1	i	i	i	i	i	i	-0.2	i	-12	-4	i
CC(C)N1CCc2c(sc(NC(=O)C3CCCCC3)c2C(N)=O)C1	i	i	i	i	i	i	1.3	i	3	-3	i
CCOC(=O)c1c(NC(=O)Cc2cccs2)sc(C)c1C	i	i	i	i	i	i	-0.4	i	0	-2	i
CN(C)c1ccc(NC(=O)C(=O)NCCOc2ccccc2)cc1	i	i	i	i	i	i	0.4	i	3	-2	i

(next part)
SMILES	RGS4 block	MrgX1 allo act	RGS4 act	MrgX1 antagonist	MrgX1 agonist	TRPC6 activator	HIF activator	TRPC6 inhibitor	Platelet DG rel	SKKanGAS inh	TRPC4 block
Cc1c(NC(=O)N2CCCCCC2)c(=O)n(-c2ccccc2)n1C	i	i	i	i	i	i	-29	i	1	1	i
CCCNC(=O)COC(=O)c1cc(SC)ccc1Cl	i	i	i	i	i	i	0.6	i	-1	-3	i
CC(=O)Nc1ccc(SCc2ncc(-c3ccccc3)o2)cc1	i	i	i	i	i	i	3.4	i	1	-11	i
Cc1ccc(N2CC(C)Cn3c2nc2c3c(=O)n(CC(=O)OCc3ccccc3)c(=O)n2C)cc1C (stereo not drawn)	i	i	i	i	i	i	0.2	i	2	15	i
FC(F)(F)c1cnc(N2CCSCC2)c(Cl)c1	i	i	i	i	i	i	-0.1	i	3	0	i
Cc1ccc(-n2c(=S)sc3c(=O)n(-c4ccccc4F)c(SCC(=O)O)nc32)cc1C	i	i	i	i	i	i	-1.6	i	-6	14	i
O=C1NC(C(F)(F)F)(C(F)(F)F)N=C2SC=CN12	i	i	i	i	i	i	-0.8	i	0	1	i
CC(=O)COc1ncn(-c2ccccc2)n1	i	i	i	i	i	i	0.1	i	36	3	i
CN(C)CCCNS(=O)(=O)c1ccc(N2CCC(c3ccc(Cl)cc3)=N2)cc1	i	i	i	-14*	i	i	-7.9	i	-6	-2	i
O=C(CCc1nc2cccnc2n1Cc1ccccc1)NCCc1ccc(Cl)cc1	i	i	i	i	i	i	0.5	i	1	-10	i
CC(=O)N1CCOc2ccc(S(=O)(=O)N3CCC(C(=O)NCc4ccc(C)cc4)CC3)cc21	i	i	i	i	i	i	0.8	i	-12	5	i
COc1ccc(NC(=O)CCCc2ccc(OC)c(C)c2)cc1	i	i	i	i	i	i	-31	i	-7	-7	i
CC(C)COc1ccc(/C=C2/Sc3ccccc3C2=O)cc1	i	i	i	i	i	i	-7.7	i	10	24	i
Cc1nn(-c2ccccc2)c(Cl)c1CN(C(=O)CCl)c1ccc(Cl)cc1	i	i	i	i	i	i	-3.0	i	26	-3	-7*
Nc1c(N(CCC2=CCCCC2)C(=O)Cc2ccc(F)cc2)c(=O)[nH]c(=O)n1Cc1ccccc1	i	i	i	i	i	i	-0.1	i	·	6	i

(next part)
SMILES	RGS4 block	MrgX1 allo act	RGS4 act	MrgX1 antagonist	MrgX1 agonist	TRPC6 activator	HIF activator	TRPC6 inhibitor	Platelet DG rel	SKKanGAS inh	TRPC4 block
Cc1ccccc1-n1c(C)n[nH]c1=S	i	i	i	i	i	i	0.1	i	-5	0	i
O=C(O)C1CCCCC1C(=O)Nc1ccccc1Cl (stereo not drawn)	i	i	i	i	i	i	-0.7	i	5	2	i
N#C/C(=C\c1ccc[nH]1)C(=O)Nc1ccccc1F	i	i	i	i	i	i	·	i	·	·	i
Cc1cccc(-n2c(SCC(=O)Nc3ccc4c(c3)OCO4)nnc2-c2ccoc2C)c1	i	i	i	i	i	i	2.1	i	3	2	i
COc1ccc(CN(C)C(=O)c2ccc(NS(=O)(=O)c3ccc(F)cc3)cc2)c(OC)c1OC	i	i	i	i	i	i	-0.3	i	12	-5	i
CCN(c1ccc(OC)cc1)S(=O)(=O)c1nnc(NC(=O)C2CCCCC2)s1	i	i	i	i	i	i	-0.3	i	-2	15	i
Cc1ccc(OCCCC(=O)N(C)CC(=O)Nc2ccccc2Cl)cc1	i	i	i	i	i	i	0.2	i	-4	-3	i
COc1ccc(N2CCN(C(=O)CC34CC5CC(CC(C5)C3)C4)CC2)c([N+](=O)[O-])c1	i	i	i	i	i	i	-0.4	i	3	14	i
CCOc1ccc(CN2CCN(Cc3[nH]c4ccccc4c3C)CC2CCO)cc1 (stereo not drawn)	i	i	i	i	i	i	0.0	i	2	-2	i
CCn1c(=O)cc(OCC(=O)NCCC(C)C)c2ccccc21	i	i	i	i	i	i	-0.2	i	2	-9	i
COC(=O)c1sc2nc(CN3CCN(c4ccc(OC)cc4)CC3)[nH]c(=O)c2c1C	i	i	i	i	i	i	-7.4	i	1	21	i
COc1ccccc1C(=O)N(CCN(C)C)c1nc2cc(C)cc(C)c2s1	i	i	i	i	i	i	0.1	i	-6	-19	i
CCOC(=O)NC(=O)CSc1ccccn1	i	i	i	i	i	i	-0.6	i	-13	-4	i
Cc1c(NC(=O)COC(=O)CSc2ccc(C(N)=O)cc2[N+](=O)[O-])c(=O)n(-c2ccccc2)n1C	i	i	i	i	i	i	-0.3	i	3	-9	i
C[C@@H](CC#N)CN1CC[C@H](C(C)(C)C)CCC1=O	i	i	i	i	i	i	-0.3	i	8	2	i

The listing continues:
SMILES	RGS4 block	MrgX1 allo act	RGS4 act	MrgX1 antagonist	MrgX1 agonist	TRPC6 activator	HIF activator	TRPC6 inhibitor	Platelet DG rel	SKKanGAS inh	TRPC4 block
Nc1nonc1-c1noc(CCCN2C(=O)c3ccccc3C2=O)n1	i	i	i	-6.6*	i	i	-8.0	i	0	3	i
CCOC(=O)Cc1c(C)c2ccc(N(CC)CC)cc2oc1=O	i	i	i	i	i	i	0.5	i	-2	-3	i
COC(=O)c1cc(=O)n2c(-c3ccccc3)csc2n1	i	i	i	i	i	i	-0.4	i	0	7	i
CCOC(=O)c1sc(-c2ccccc2)nc1C	i	i	i	i	i	i	3.9	i	4	-7	i
c1ccc(-c2nnn(C34CC5CC(CC(C5)C3)C4)n2)cc1	i	i	i	i	i	i	1.9	i	-5	0	i
NC(=O)CSc1nc(-c2ccccc2)nc2ccccc12	i	i	i	i	i	i	-6.2	i	1	1	i
NS(=O)(=O)c1cc2c(cc1Cl)NC(Cc1ccccc1)NS2(=O)=O (stereo not drawn)	i	i	i	i	i	i	-1.0	i	4	-4	i
COc1ccc(/C=C/CN2CCCC(C(=O)c3cc(F)ccc3F)C2)cc1 (stereo not drawn)	i	i	i	i	i	i	-0.1	i	-7	-18	i
COc1cc(C2CC(=O)Oc3c(C(CCN4CCN(c5ccccc5)CC4)c4ccc(N(C)C)cc4)c(OC)cc(OC)c32)cc(OC)c1OC (stereo not drawn)	i	i	i	i	i	i	-0.2	i	-3	6	i
Cc1coc2c1C(=O)C(=O)c1c-2ccc2c(C)cccc12	i	i	i	i	i	i	0.7	i	3	73*	i
O=C(CSc1nc2c(sc3ccccc32)c(=O)n1CCO)NCc1ccco1	i	i	i	i	i	i	0.1	i	7	-1	i
O=C(CCN1C(=O)/C(=C/c2ccc(F)cc2)SC1=S)NNC(=O)c1ccncc1	i	i	i	i	i	i	0.0	i	-1	-2	i
CC12COC3(C(=O)NCCc4ccccc4)CC1CCC32C (stereo not drawn)	i	i	i	i	i	i	1.4	i	-10	-8	i
CCN1CCN(C(=O)c2cc3cc(F)ccc3[nH]2)CC1	i	i	i	i	i	i	0.1	i	-3	-4	i
S=c1[nH]nc(-c2cccnc2)n1Cc1ccccc1	i	i	i	i	i	i	-0.5	i	4	6	i

Later entries
SMILES	RGS4 block	MrgX1 allo act	RGS4 act	MrgX1 antagonist	MrgX1 agonist	TRPC6 activator	HIF activator	TRPC6 inhibitor	Platelet DG rel	SKKanGAS inh	TRPC4 block
CCN(CC)C(=O)C(=O)c1cccn1-c1ccc(C#N)cc1	i	i	i	i	i	i	-0.3	i	-1	-2	i
CC(=O)NS(=O)(=O)c1ccc(NC(=O)c2ccc3c(c2)C(=O)N(CCC(C)C)C3=O)cc1	i	i	i	i	i	i	0.0	i	-1	27	i
COc1ccc(OC)c(NC(=S)N2c3ccccc3CC2C)c1 (stereo not drawn)	i	i	i	i	i	i	-0.2	i	1	16	i
CCOC(=O)CSc1nnc(CNc2ccc(Cl)cc2)n1-c1ccccc1	i	i	i	i	i	i	·	i	-10	0	i
CC1Cc2ccccc2N1C(=O)CSc1nnnn1C(C)C (stereo not drawn)	i	i	i	i	i	i	-0.5	i	-1	3	i
